# Compound activity from PubChem BioAssay.
# KB-3-1 tox: kills parental KB-3-1 adenocarcinoma cells | KB-3-1 viability, CellTiter-Glo ATP luminescence, 72 h | Potency, µM (series often up to 46.1 µM), for inactives: at the top dose activity change, negative = cytotoxic, usual class: cytotoxic | 400,000 tested, 1.4% active | AID 1347075; note: nearly all actives have a fitted effect of over 60% in size
#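 Using CellTiter-Glo luminescence, growth of non-resistant KB-3-1 adenocarcinoma cells is assessed 72 h after pin-tool compound addition at 37 °C. Normalized responses across the concentration series yield fitted curves.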
# ATXN2 expr inh: ATXN2 expression inhibition; HEK-293 ATXN2-luciferase reporter, luminescence, 24 h; Potency, µM (series often up to 57 µM), for inactives: at the top dose activity change, negative = inhibition, most hits filed as inhibitors; 360,000 tested, 0.72% active; AID 1745845; note: nearly all actives have a fitted effect of over 55% in size
#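 qHTS (up to 57 uM final) was run with 24 h compound exposure of reporter cells at 37 °C. Each well was multiplexed: SteadyGlo luminescence measured ATXN2-luciferase expression after a fluorogenic Gly-Phe-AFC viability readout (25 uM final).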
# KB-V1 MDR tox: KB-V1 MDR subline cytotoxicity | KB-V1 MDR cells viability, CellTiter-Glo, 72 h | Potency, µM (doses to about 46.1 µM), for inactives: at the highest dose activity change, negative = cytotoxicity, usual class: cytotoxic | 400,000 tested, 3.4% active; note: nearly all actives have a fitted effect of over 60% in size
#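 Cytotoxicity toward P-gp-expressing KB-V1 cells was determined as loss of CellTiter-Glo luminescence after 72 h at 37 degrees C. Compounds were tested in quantitative HTS format across a concentration range, with curves fitted to normalized data.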
# Numbers without * were called inactive; ? = inconclusive; [ ] = another dose, or the depositor's remark. Calls come from the whole dose curve; as a rule, active = well fitted curve in the direction sought with a large enough effect; inconclusive = small, poorly fitted or top-dose-only effect, or another doubt; inactive = no such curve, though single readings can be large; an effect the other way counts as inactive or inconclusive. % is set by controls: 0 for no effect and ±100 for the full control effect; potency is the fitted concentration of half-maximal effect.
Structure,KB-3-1 tox,ATXN2 expr inh,KB-V1 MDR tox
Cc1ccccc1CCNC(=O)c1ccc(NC(=O)N2CC(C)Sc3ccccc32)cc1 (stereo not given),1%,25%,-1%
Cc1ccc(C(=O)n2nc(C)c(S(=O)(=O)N3CCCCCC3)c2C)cc1C,0%,14%,?
CN1CCN(C(=O)Cn2c(-c3cccs3)cc3ccccc32)CC1,5%,-4%,2%
Cc1nn(-c2ccccc2)c(OC(=O)c2ccccc2Br)c1S(=O)(=O)c1ccccc1,0%,4%,7%
CCOc1ccc(-c2cnc(NCc3cccc(Cl)c3)n2C)cc1,12%,-3%,0%
Cc1ccc(CNc2oc(-c3ccc(COc4ccc(Cl)cc4)o3)nc2C#N)cc1,-9%,-18%,-30%
O=C(c1cccn2c(=O)c3cc(Cl)ccc3nc12)N1CCN(c2ccccc2F)CC1,2%,-5%,15%
COc1ccccc1Nc1ncc2c(n1)CCN(CC(C)C)C2,-1%,63%[activator],12%
O=C(CN1CCN(Cc2ccccc2Cl)C1=O)NCCc1ccc(Cl)cc1,0%,-25%,2%
CCCCN(CC)CCCNC(=O)Cn1ncc2c3ccccc3n(Cc3ccccc3F)c2c1=O,-31%,-20%,-19%
CC(C)c1ccc(NC(=O)c2ccc3c(O)c(S(=O)(=O)c4ccccc4)c(=O)[nH]c3c2)cc1,6%,3%,0%
CCOC(=O)c1cccc(NC(=O)Cn2c(=O)nc(-c3ccccc3)c3ccccc32)c1,-4%,6%,10%
Cc1ccc(-n2ncc3c(N4CCCCCC4)ncnc32)cc1C,18%,27%,11%
O=C(CSc1nnc(CNC(=O)c2ccccc2F)n1-c1ccccc1)Nc1ccccc1F,-11%,-9%,-11%
Cc1oc(-c2cccc(Cl)c2)nc1CN1CCCC(C(=O)N2CCN(c3ccc(F)cc3)CC2)C1 (stereo not given),-26%,?,2%

# Compound profiles (already shown):
# `CN1CCN(C(=O)Cn2c(-c3cccs3)cc3ccccc32)CC1` as listed: KB-3-1 tox: 5%; ATXN2 expr inh: -4%; KB-V1 MDR tox: 2%
# `Cc1ccc(-n2ncc3c(N4CCCCCC4)ncnc32)cc1C` as listed: KB-3-1 tox: 18%; ATXN2 expr inh: 27%; KB-V1 MDR tox: 11%

# (listing goes on)
Structure,KB-3-1 tox,ATXN2 expr inh,KB-V1 MDR tox
O=C(Nc1cccc(C(F)(F)F)c1)C1CCCN(S(=O)(=O)c2cccc3nsnc23)C1 (stereo not given),0%,-12%,-20%
COc1ccc(Nc2cc(C)c3cc(NC(=O)Cc4ccc(Cl)cc4)ccc3n2)cc1,5%,?,0%
O=C(COC(=O)c1cc(-c2cccs2)nc2ccccc12)c1ccccc1,2%,1%,-4%
COc1ccc(S(=O)(=O)Nc2cc(S(=O)(=O)c3ccccc3)c(O)c(C)c2C)cc1,2%,0%,1%
Cc1cc(C)n(CCc2nc3c4ccccc4nc(SCc4ccc(Cl)cc4)n3n2)n1,9%,9%,4%
O=C(Nc1ccc(F)c(Cl)c1)C1CCN(C(=O)c2ccc(F)cc2)CC1,-6%,-21%,-6%
CC(=O)c1cccc(NS(=O)(=O)c2c(C(=O)N3CCCCCC3)c(C)n(C)c2C)c1,8%,11%,3%
CCCOc1ccc(-c2nonc2NC(=O)c2cc(OC)c(OC)c(OC)c2)cc1OCCC,-14%,-24%,-5%
Cc1ccc2oc3c(c(=O)c2c1)C(c1ccccc1F)N(c1ccccn1)C3=O (stereo not given),13%,4%,30%
COc1cc(C2C(C(=O)Nc3ccccc3)=C(C)Nc3nnnn32)cc(OC)c1OC (stereo not given),3%,?,22%
Cc1cccc(NC(=O)C(=O)NCC(c2ccc3c(c2)OCO3)N2CCN(C)CC2)c1C (stereo not given),-14%,3%,6%
CCOc1ccc(CNC(=O)c2cc3c(=O)oc4ccc(C)cc4c3s2)cc1,-1%,-6%,14%
O=C(Nc1ccc(N2CCN(c3ccc(F)cc3)CC2)c(C(=O)O)c1)c1ccccc1F,1%,10%,-1%
CCc1ccccc1NC(=O)Cn1nnc(C(=O)NCc2ccco2)c1N,8.2µM*,-6%,?
COc1ccc(-c2nc(-c3ccccc3)c(-c3ccc(F)cc3)[nH]2)c(OC)c1C,3%,?,-5%

# Seven compounds from above, reduced to KB-3-1 tox and KB-V1 MDR tox.
smiles	KB-3-1 tox	KB-V1 MDR tox
O=C(Nc1cccc(C(F)(F)F)c1)C1CCCN(S(=O)(=O)c2cccc3nsnc23)C1 (stereo not given)	0%	-20%
COc1ccc(Nc2cc(C)c3cc(NC(=O)Cc4ccc(Cl)cc4)ccc3n2)cc1	5%	0%
O=C(COC(=O)c1cc(-c2cccs2)nc2ccccc12)c1ccccc1	2%	-4%
COc1ccc(S(=O)(=O)Nc2cc(S(=O)(=O)c3ccccc3)c(O)c(C)c2C)cc1	2%	1%
Cc1cc(C)n(CCc2nc3c4ccccc4nc(SCc4ccc(Cl)cc4)n3n2)n1	9%	4%
O=C(Nc1ccc(F)c(Cl)c1)C1CCN(C(=O)c2ccc(F)cc2)CC1	-6%	-6%
CC(=O)c1cccc(NS(=O)(=O)c2c(C(=O)N3CCCCCC3)c(C)n(C)c2C)c1	8%	3%

# New compounds follow.
Structure,KB-3-1 tox,ATXN2 expr inh,KB-V1 MDR tox
Fc1ccc(N2CCN(c3ncnc4onc(-c5ccc(Cl)cc5)c34)CC2)cc1,-31%,-5%,-22%
O=C(CSc1nc2ccccc2nc1Cc1ccc(Cl)cc1)N1CCN(c2ccccc2)CC1,-1%,4%,-9%
COc1cccc(-n2c(=O)c3c(C)c(C)sc3n(CC(=O)NCc3ccccc3)c2=O)c1,2%,1%,4%
CCN(Cc1ccccc1)C(=O)Cn1c(=O)n(Cc2ccccc2)c(=O)c2c1c1cc(OC)ccc1n2C,2%,1%,19%
Cc1cc(Br)ccc1NC(=O)C1CCN(S(=O)(=O)c2ccc(Br)s2)CC1,1%,3%,27%
CC(Nc1ccc(-c2nc(-c3ccccn3)no2)cc1[N+](=O)[O-])c1ccccc1 (stereo not given),6%,23%,-6%
COc1ccc(OC)c(Nc2nc3ccccc3nc2-n2nc(C)cc2C)c1,0%,6%,13%
CCOC(=O)c1ccc(NC(=O)Cn2c(=O)cc(C)c3c(C)nn(-c4cccc(F)c4)c32)cc1,1%,1%,0%
Cc1nc(-c2cccc(F)c2)sc1CCNC(=O)Cc1ccc(F)cc1,-6%,-2%,12%
CCCOc1ccc(-c2nonc2NC(=O)c2oc3ccc(Cl)cc3c2C)cc1OCCC,15%,11%,7%
CCOCCCNC(=O)c1[nH]c2cc(OC)ccc2c1Sc1ccccc1,6%,3%,-20%
Cc1cccc(-c2noc(C3CC(=O)N(c4ccc5c(c4)OCCO5)C3)n2)c1 (stereo not given),5%,-10%,21%
COCCCNC(=O)CCc1c(C)nc2nc(-c3cc(OC)cc(OC)c3)nn2c1C,9%,5%,0%
CCOC(=O)N1CCC(NC(=O)c2c(C)nn(-c3ccc(C)cc3)c2-n2cccc2)CC1,?,-2%,7.3µM*
Cc1c(CCC(=O)NCCc2ccccc2)c(=O)oc2c(C)c(O)ccc12,11%,9%,5%
Cc1ccc(C)c(S(=O)(=O)c2cn(Cc3ccccc3)c3cc(F)c(F)cc3c2=O)c1,-4%,3%,15%
COC(=O)c1ccccc1NC(=O)CCc1c(C)nc2cc(-c3ccc(Cl)cc3)nn2c1C,-9%,0%,-3%
O=C(NC1CCCCCC1)C1CCN(C(=O)N2CCOc3ccc(Cl)cc32)CC1,-3%,1%,5%
CCOc1ccc(OCC)c(NC(=O)c2cc(-c3cccs3)nc3ccccc23)c1,0%,4%,8%
O=C(NCC(c1cccnc1)N1CCOCC1)C(=O)Nc1ccc(F)cc1 (stereo not given),7%,6%,20%
CCCCNS(=O)(=O)c1ccc2nc(NC(=O)c3cccnc3)sc2c1,3%,-2%,8%
Cc1cc(Nc2ccc(Br)cc2)n2nc(-c3ccccc3C)nc2n1,-1%,-18%,0%
Cc1ccc(Nc2c(-c3cccnc3)nc3ccc(C)cn23)cc1,-8%,-6%,3%
CCc1cc(C(=O)Nc2c(C)nn(Cc3ccccc3Cl)c2C)no1,-4%,-8%,-26%
CCCOc1ccc(C2=NC(c3ccncc3)=Nc3ccc(C)cc3N2)cc1,10%,-10%,9%
CC1=C(C(=O)Nc2ccccc2)C(c2ccc(O)cc2)n2nc(-c3ccc(Cl)cc3)nc2N1 (stereo not given),-14%,0%,-3%
COCCn1c(=O)[nH]c2cc(C(=O)NCc3ccccc3Cl)ccc2c1=O,2%,75%[activator],1%
CC(=O)c1c(C)oc2ccc(N(C(=O)Oc3ccccc3)S(=O)(=O)c3ccc(Cl)cc3)cc12,25%,-2%,6%
O=C(Nc1cc(F)ccc1F)c1cc2nc(-c3ccco3)cc(C(F)(F)Cl)n2n1,11%,0%,9%
COc1cccc(C2Nc3ccccc3-c3nnc(SCc4ccccc4)nc3O2)c1OC (stereo not given),4%,6%,-3%
COc1ccc(CNc2nc3c(c(=O)n(C)c(=O)n3C)n2Cc2ccccc2Cl)cc1,10%,7%,-6%
Cc1ccc(-c2cc(C(F)(F)F)n3nc(-c4cccc(Br)c4)cc3n2)cc1,-2%,-2%,0%
CCOC(=O)CSc1nnc(-c2ccc(OC)cc2)o1,-3%,-12%,?
Cc1ccc(N2C(=O)CSC23C(=O)N(CC(=O)NCc2ccccc2)c2ccccc23)cc1C (stereo not given),-2%,0%,?
CSc1ccc(CNc2ncc(-c3ccccc3)n2C)cc1,?,1%,-5%
COc1ccc(-c2nc(Cn3c(=O)cc(-c4ccccc4)c4c(C)nn(C)c43)c(C)o2)cc1OC,?,6%,2%
FC(F)(F)c1cccc(N2CCN(c3nc4ccccc4n4cnnc34)CC2)c1,-9%,10%,-14%
Cc1cc(C)nc(-n2nc(C)c3c2N(Cc2ccccc2C)C(=O)CC3c2ccc(Cl)cc2)n1 (stereo not given),8%,6%,6%
COc1ccc(N2CCN(c3ccc(-c4nc(-c5ccccc5)no4)cc3[N+](=O)[O-])CC2)cc1,6%,-16%,0%
CCc1ccc(S(=O)(=O)c2nnn3c2nc(NCCC(C)C)c2cc(Cl)ccc23)cc1,-24%,8%,-6%
Cc1ccc(-n2nc(C)c3c(C)cc(=O)n(CC(=O)Nc4cc(Cl)ccc4C)c32)cc1,8%,-15%,-8%
Cc1cc2c(cc1S(=O)(=O)Nc1cc(C(F)(F)F)cc(C(F)(F)F)c1)OCC(=O)N2,23%,-17%,20%
CC(=O)c1ccc(N2CCN(C(=O)C3CCCN(S(=O)(=O)c4ccc(Br)s4)C3)CC2)cc1 (stereo not given),-10%,1%,1%
O=C(Nc1cc(Cl)ccc1Cl)c1ccc2c(c1)N(Cc1cccc(Cl)c1)C(=O)c1ccccc1S2=O (stereo not given),-9%,-12%,-28%
Cc1cn(C)c(CC(=O)Nc2cccc(Cl)c2C)c1C(=O)O,1%,7%,12%
CCOc1ccc(NCc2nc3ccccc3n2CCOc2ccc(C)cc2)cc1,?,-39%,?
COc1ccc(C(=O)N2CCC(C(=O)Nc3ccc(OC)cc3OC)CC2)cc1,-3%,-2%,1%
CCCCc1nn2c(=O)cc(COC(=O)c3ccccc3NC(=O)c3cccs3)nc2s1,1%,15%,-1%
COc1ccc(C(=O)Nc2ccccc2C(=O)OCc2cc(=O)n3nc(C4CC4)sc3n2)cc1,-5%,-4%,0%
COC(=O)C(NC(=O)CCc1c(C)nc2c(-c3ccccc3)c(C)nn2c1C)C(C)C (stereo not given),12%,?,-1%
COc1cc(NC(=O)CC(c2cccs2)N2Cc3ccccc3C2=O)cc(OC)c1OC (stereo not given),-11%,-17%,0%
Cc1nc2cc(-c3cccc(F)c3)nn2c(C)c1CCC(=O)NC1CCCCC1,-1%,-24%,-1%
Cc1nc2nc[nH]n2c(=O)c1CCC(=O)Nc1ccc(F)cc1,10%,1%,7%
CSc1ccc(CCNC(=O)Cn2ccc3cc(S(=O)(=O)N4CCCCCC4)ccc32)cc1,-15%,-24%,11%
CN(C)c1ccc(NC(=O)Cn2nnc3sc4c(c3c2=O)CCC(C(C)(C)C)C4)cc1 (stereo not given),1%,24%,11%
Cc1cccc(N2CCN(CCCNC(=O)Cn3ncc4c([nH]c5ccccc54)c3=O)CC2C)c1 (stereo not given),-10%,9%,11%
CCOc1ccc(CCNC(=O)c2cc3c(-c4cccc(OC)c4)nn(C)c3s2)cc1OCC,?,?,23µM*
Cc1ccc(C)c(NC(=O)C2CCCN(c3ncnc4onc(C)c34)C2)c1 (stereo not given),0%,4%,14%
COC(=O)c1c(NC(=O)c2cc(=O)c3cc(C)cc(C)c3o2)sc2c1CCC2,8%,3%,23%
CCc1ccc(C(=O)c2cn(CC(=O)NCCc3ccc(OC)c(OC)c3)c3nc(C)ccc3c2=O)cc1,2%,5%,-11%

# Not all compounds are listed; the hit share may differ from the screen's.
